AID2073 = disruptors of CaV2.2 binding to Mint1 – biochemical, HTRF (AID 2073) | hit rate 0.19% among 290,000 | inhibition, % at 20 µM, or IC50 in µM where a hit was titrated | HTRF protein-protein interaction, Mint1-CaV2.2; higher % means a stronger effect; in the data active = inhibition mostly above about 51%, no sharp cut-off; inconclusive = no clear call, values can overlap the other calls; inactive = mostly below about 53%; also: some results filed as inactive read as strong as hits
LYP phosphatase = inhibitors of LYP phosphatase, biochemical, fluorescence intensity, uHTS (AID 1779). one-dose inhibition, % at 11.5 µM; IC50 in µM for titrated hits. recombinant LYP phosphatase, fluorescence intensity; higher % means a stronger effect. hit rate 0.054% among 290,000;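 also: plate controls were vehicle with enzyme for no effect and no enzyme for full effect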
P. falciparum M1AAP = P. falciparum M1AAP inhibitors, biochemical, fluorogenic H-Leu-NHMec substrate, 1536-well (AID 1445). hit rate 0.42% among 220,000. one-dose inhibition, % at 30 µM; IC50 in µM for titrated hits. recombinant M1AAP, H-Leu-NHMec fluorogenic kinetic assay; higher % means a stronger effect;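 active = primary inhibition above the hit cutoff, then over 50% inhibition at one or more dose response concentrations, cut at about 23% in these data, passing the limit was not always enough; inconclusive = conflicting primary data, or primary hits not chosen for dose response; inactive = low primary inhibition, or under 50% at every dose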;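 also: plate controls were DMSO full reaction for no effect and no enzyme background for full effect; strong numbers were not always called active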
XIAP displacement = XIAP antagonists, biochemical, IAP family, fluorescence polarization (AID 1018) | XIAP BIR domain, fluorescence polarization peptide displacement; higher % means a stronger effect | one-dose displacement, % at 20 µM; IC50 in µM for titrated hits | hit rate 0.007% among 200,000; in the data active = displacement above about 50%; also: a part of the inactive calls stands beside numbers as strong as those of hits
NOD2 inhibition = inhibition of NOD2-driven NF-kB reporter – cell-based, luminescence, uHTS, HEK293 (AID 1566). HEK293 NOD2/NF-kB luciferase reporter, luminescence; higher % means a stronger effect. one-dose inhibition, % at 4 µM; EC50 in µM for titrated hits. hit rate 0.63% among 290,000; also: many of its hits are not listed in these tables
M17LAP inhibition = P. falciparum M17LAP inhibitors, primary screen, biochemical, fluorogenic H-Leu-NHMec substrate, 1536-well (AID 1619). one-dose inhibition, % at 30 µM; IC50 in µM for titrated hits. hit rate 0.38% among 220,000. recombinant M17LAP, H-Leu-NHMec fluorogenic kinetic assay; higher % means a stronger effect;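 active = compound inhibiting the enzyme by more than half at any dose during confirmatory dose-response retesting; inconclusive = strong single-dose inhibitors picked by rank but not retested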;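 also: plate controls were full reaction with DMSO carrier for no effect and no enzyme background for full effect; strong numbers were not always called active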
Lipid droplet = modulators of hepatic lipid droplet formation; hit rate 0.4% among 240,000; AML12 mouse hepatocytes, oleate lipid droplets, BODIPY imaging; AID 1656; inhibition, % at 6.5 µM;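 active = lipid droplet intensity inhibited by at least 50%, with more than 500 cells counted; inconclusive = wells with under 300 cells, treated as cytotoxic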
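Assay system: AML12 hepatocytes (mouse) / Also added: 100 µM oleic acid challenge / Times: overnight treatment with compound plus oleate / Detection: high-content imaging of BODIPY-stained droplets and DAPI nuclei / Evaluation: % inhibition of lipid droplet signal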
ER stress rescue = rescue of cells from ER stress-induced death, primary screen, 384-well, CSM14.1, thapsigargin, ATP luminescence (AID 1222) | one-dose cellular ATP content (survival), % at 20 µM; EC50 in µM for titrated hits | 190,000 tested, under 10 active | CSM14.1 thapsigargin-induced death rescue, ATP luminescence; higher % means a stronger effect;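 active = EC50 below 50 µM in the dose-response confirmation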;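 also: death triggered by thapsigargin at about 15 µM added after 2 h compound pretreatment; cell ATP read after overnight thapsigargin exposure of roughly 18 to 22 hours; normalized against plate controls of thapsigargin alone and 5% DMSO vehicle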
SIAH1 antagonists = Siah-1 peptide-binding antagonists, primary screen, biochemical, fluorescence polarization, rhodamine-plectin, uHTS (AID 1817); Siah-1 / rhodamine-plectin peptide fluorescence polarization; higher % means a stronger effect; one-dose displacement, % at 20 µM; IC50 in µM for titrated hits; hit rate 0.02% among 290,000;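 active = displacement of at least 50% at 20 µM, with a fluorescence ratio check between 0.3 and a set limit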;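 also: plate controls were Siah plus tracer with DMSO for no effect and tracer alone without Siah for full effect; strong numbers were not always called active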
Lipid droplet cells 6.5 µM = also measured in Lipid droplet; calls as there; cell count; measured here: cell count, cytotoxicity flag;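 cells counted across two imaged fields per well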
* hit, by the source's call. Rule as the data show it, unless noted: active = inhibition above about 50%; inactive = the rest. Some of the compounds tested, so the mix of outcomes need not match the whole.

Results for CC1(C)CC(NCc2cccc([N+](=O)[O-])c2)CC(C)(C)N1 ?
AID2073: 20%; LYP phosphatase: -6%; NOD2 inhibition: 9%; Lipid droplet: -23; SIAH1 antagonists: -5%; Lipid droplet cells 6.5 µM: 832

Results for CC(=NCc1ccco1)C1=C(O)c2ccccc2C1=O ?
AID2073: -21%; LYP phosphatase: -8%; P. falciparum M1AAP: 7%; XIAP displacement: 2.8%; NOD2 inhibition: -47%; M17LAP inhibition: 9%; ER stress rescue: 3.6%; SIAH1 antagonists: 0%

What do the screens show for `Cc1csc(NC(=O)C2CCCN(S(=O)(=O)c3cnc[nH]3)C2)n1` (stereo not drawn)?
AID2073: 21%; LYP phosphatase: -10%; P. falciparum M1AAP: 4%; XIAP displacement: 0.5%; NOD2 inhibition: 3%; M17LAP inhibition: -7%; ER stress rescue: -1.4%; SIAH1 antagonists: 0%

How did Cc1ccc(-c2cc3nc(C)cc(C)n3n2)cc1 do in these assays?
AID2073: 15%; LYP phosphatase: -4%; P. falciparum M1AAP: -2%; XIAP displacement: -5.8%; NOD2 inhibition: -83%; M17LAP inhibition: -6%; Lipid droplet: -16; ER stress rescue: -1.3%; SIAH1 antagonists: 0%; Lipid droplet cells 6.5 µM: 635

Results for O=C1CC(c2cc(-c3ccccc3)no2)C1 ?
AID2073: 1%; LYP phosphatase: -7%; NOD2 inhibition: -15%; Lipid droplet: 3; SIAH1 antagonists: 6%; Lipid droplet cells 6.5 µM: 768

How did COc1ccc(-c2nc3ccccc3c(=O)n2O)cc1 do in these assays?
AID2073: 1%; LYP phosphatase: -10%; NOD2 inhibition: 4%; Lipid droplet: -6; SIAH1 antagonists: 2%; Lipid droplet cells 6.5 µM: 838

Results for CCCC(=O)Nn1cnc2c(c1=O)C1(CCCCC1)Cc1ccccc1-2 ?
AID2073: 18%; LYP phosphatase: -2%; P. falciparum M1AAP: 3%; XIAP displacement: -8.2%; NOD2 inhibition: -12%; M17LAP inhibition: 10%; Lipid droplet: 16; ER stress rescue: -1.1%; SIAH1 antagonists: -3%; Lipid droplet cells 6.5 µM: 795

Results for O=C(Nc1ncccn1)C1=C(O)c2ccccc2S(=O)(=O)N1Cc1ccccc1 ?
AID2073: 15%; LYP phosphatase: -8%; NOD2 inhibition: -12%; Lipid droplet: 8; SIAH1 antagonists: 1%; Lipid droplet cells 6.5 µM: 685

What do the screens show for `O=C(CCSCc1ccccc1F)NCc1ccc(F)cc1`?
AID2073: -3%; LYP phosphatase: -10%; NOD2 inhibition: 5%; SIAH1 antagonists: 7%

What do the screens show for `CC(NS(=O)(=O)c1ccc(Cl)cc1)C(=O)Nc1ccc2c(c1)OCCO2` (stereo not drawn)?
AID2073: -4%; LYP phosphatase: -6%; NOD2 inhibition: 1%; Lipid droplet: -3; SIAH1 antagonists: -1%; Lipid droplet cells 6.5 µM: 808

How did COc1ccc2cc(CN(CCc3ccccc3)Cc3nnnn3CC3CCCO3)c(=O)[nH]c2c1 (stereo not drawn) do in these assays?
AID2073: 4%; LYP phosphatase: -2%; P. falciparum M1AAP: 10%; XIAP displacement: -4.9%; NOD2 inhibition: -4%; M17LAP inhibition: 3%; ER stress rescue: 0.3%; SIAH1 antagonists: -1%

What do the screens show for `O=C(COC(=O)c1ccc(S(=O)(=O)N2CCCC2)cc1)Nc1cccnc1Cl`?
AID2073: -8%; LYP phosphatase: -1%; P. falciparum M1AAP: -2%; XIAP displacement: -2.1%; NOD2 inhibition: 11%; M17LAP inhibition: -2%; Lipid droplet: 11; ER stress rescue: 0.0%; SIAH1 antagonists: 0%; Lipid droplet cells 6.5 µM: 684

How did CC[C@H](C)[C@@H](CNC)NC[C@@H](Cc1ccc(O)cc1)NCC(C)(C)C do in these assays?
AID2073: 24%; LYP phosphatase: -10%; NOD2 inhibition: 10%; Lipid droplet: 5; SIAH1 antagonists: -1%; Lipid droplet cells 6.5 µM: 792

What do the screens show for `Cc1nsc2c1ccc1ccccc12`?
AID2073: -9%; LYP phosphatase: -6%; P. falciparum M1AAP: 3%; XIAP displacement: 12%; NOD2 inhibition: 8%; M17LAP inhibition: 3%; Lipid droplet: 3; ER stress rescue: 0.2%; SIAH1 antagonists: 1%; Lipid droplet cells 6.5 µM: 739

Results for Clc1ccc(-c2nnc(CSc3nnc(-c4cccs4)n3Cc3ccccc3)o2)cc1 ?
AID2073: 3%; LYP phosphatase: 2%; P. falciparum M1AAP: 5%; XIAP displacement: 0.1%; NOD2 inhibition: 41%; M17LAP inhibition: -9%; Lipid droplet: -103; ER stress rescue: 5.0%; SIAH1 antagonists: 9%; Lipid droplet cells 6.5 µM: 580

What do the screens show for `Cc1ccc(-n2c(C)nnc2SCC(=O)N2CCOCC2)cc1`?
AID2073: -6%; LYP phosphatase: -10%; NOD2 inhibition: -14%; Lipid droplet: 4; SIAH1 antagonists: 9%; Lipid droplet cells 6.5 µM: 805

How did Cc1nc2ccccn2c1C(=O)NN=C1CCN(C)CC1 do in these assays?
AID2073: 5%; LYP phosphatase: -5%; P. falciparum M1AAP: 5%; XIAP displacement: -13%; NOD2 inhibition: 11%; M17LAP inhibition: 4%; Lipid droplet: -3; ER stress rescue: 0.7%; SIAH1 antagonists: -5%; Lipid droplet cells 6.5 µM: 690

Results for O=C(Nc1ccc(-c2nc3ccccc3o2)cc1)c1ccc2c(c1)OCO2 ?
AID2073: 66%*; LYP phosphatase: -4%; P. falciparum M1AAP: 3%; XIAP displacement: -3.9%; NOD2 inhibition: 16%; M17LAP inhibition: -4%; Lipid droplet: 2; ER stress rescue: -3.2%; SIAH1 antagonists: 5%; Lipid droplet cells 6.5 µM: 535

Results for CCOc1ccc(C(=O)CCNC(Cc2cnc[nH]2)C(=O)O)cc1 (stereo not drawn) ?
AID2073: 7%; LYP phosphatase: -7%; P. falciparum M1AAP: -1%; XIAP displacement: -4.9%; NOD2 inhibition: 5%; M17LAP inhibition: 6%; ER stress rescue: 0.5%; SIAH1 antagonists: -3%

Results for OCCNC(=S)Nc1ccc2c(c1)OCCO2 ?
AID2073: -13%; LYP phosphatase: -5%; P. falciparum M1AAP: 9%; NOD2 inhibition: 17%; M17LAP inhibition: -5%; Lipid droplet: -18; SIAH1 antagonists: -4%; Lipid droplet cells 6.5 µM: 663

How did CCCOc1ccc(/C=C/C(=O)N2CCN(c3ccccn3)CC2)cc1 do in these assays?
AID2073: 1%; LYP phosphatase: -3%; P. falciparum M1AAP: 6%; XIAP displacement: -6.5%; NOD2 inhibition: 8%; M17LAP inhibition: 10%; Lipid droplet: -27; ER stress rescue: 2.0%; SIAH1 antagonists: 1%; Lipid droplet cells 6.5 µM: 714

How did Cc1cc(C)c(S(=O)(=O)NCCOc2ccccc2)c(C)c1-n1cnnn1 do in these assays?
AID2073: 4%; LYP phosphatase: -6%; P. falciparum M1AAP: 3%; XIAP displacement: -7.1%; NOD2 inhibition: 4%; M17LAP inhibition: -6%; Lipid droplet: -5; ER stress rescue: -6.5%; SIAH1 antagonists: -5%; Lipid droplet cells 6.5 µM: 638

What do the screens show for `CCCCCCCCN1C(=O)N(C)C(N(O)C(=O)NC)C1(C)C` (stereo not drawn)?
AID2073: -48%; LYP phosphatase: -7%; P. falciparum M1AAP: 6%; XIAP displacement: -14%; NOD2 inhibition: 0%; M17LAP inhibition: -13%; ER stress rescue: -1.7%; SIAH1 antagonists: -2%

Results for COC(=O)c1sc(N)c(C(=O)OC)c1COC(=O)CNS(=O)(=O)c1ccc(C)cc1 ?
AID2073: 7%; LYP phosphatase: -2%; P. falciparum M1AAP: 5%; XIAP displacement: -10%; NOD2 inhibition: 4%; M17LAP inhibition: 10%; Lipid droplet: -23; ER stress rescue: -2.8%; SIAH1 antagonists: 5%; Lipid droplet cells 6.5 µM: 629

How did COc1ccccc1NC(=O)CSc1sc2c(O)cc(=O)[nH]c2c1C#N do in these assays?
AID2073: 53%; LYP phosphatase: -9%; NOD2 inhibition: 10%; Lipid droplet: -20; SIAH1 antagonists: -6%; Lipid droplet cells 6.5 µM: 615

Results for COc1ccc(CCNC(=O)c2cc(-c3cc(C)cc(C)c3O)n[nH]2)cc1OC ?
AID2073: -4%; LYP phosphatase: -2%; P. falciparum M1AAP: -10%; NOD2 inhibition: -22%; M17LAP inhibition: 4%; Lipid droplet: -15; SIAH1 antagonists: 4%; Lipid droplet cells 6.5 µM: 748

How did CCOC(=O)c1ccc(NC(=S)NNC(=O)COC)cc1 do in these assays?
AID2073: -13%; LYP phosphatase: -2%; P. falciparum M1AAP: 3%; XIAP displacement: -10%; NOD2 inhibition: -10%; M17LAP inhibition: -15%; Lipid droplet: -4; ER stress rescue: -2.3%; SIAH1 antagonists: -6%; Lipid droplet cells 6.5 µM: 701

How did O=C(CSc1nc2ccccc2[nH]1)NC1CCCC1 do in these assays?
AID2073: inconclusive; LYP phosphatase: 0%; P. falciparum M1AAP: -3%; XIAP displacement: -0.6%; NOD2 inhibition: 1%; M17LAP inhibition: -3%; Lipid droplet: 12; ER stress rescue: -0.3%; SIAH1 antagonists: 32%; Lipid droplet cells 6.5 µM: 713

What do the screens show for `CC(=O)N(Cc1ccc(Br)cc1)c1ccccc1C(=O)O`?
AID2073: -3%; LYP phosphatase: -6%; P. falciparum M1AAP: 1%; NOD2 inhibition: 0%; M17LAP inhibition: 12%; Lipid droplet: 6; SIAH1 antagonists: 13%; Lipid droplet cells 6.5 µM: 686

Results for CCOC(=O)N1CCN(S(=O)(=O)c2c[nH]c(C(=O)OC)c2)CC1 ?
AID2073: 16%; LYP phosphatase: -14%; NOD2 inhibition: 22%; Lipid droplet: 6; SIAH1 antagonists: -2%; Lipid droplet cells 6.5 µM: 821

What do the screens show for `CC(NS(=O)(=O)c1ccc(OCC(=O)Nc2cccc([N+](=O)[O-])c2)cc1)c1ccccc1` (stereo not drawn)?
AID2073: 5%; LYP phosphatase: -4%; P. falciparum M1AAP: 0%; XIAP displacement: -5.7%; NOD2 inhibition: -4%; M17LAP inhibition: -4%; Lipid droplet: 2; ER stress rescue: -1.4%; SIAH1 antagonists: 8%; Lipid droplet cells 6.5 µM: 689

Screening results as filed in PubChem BioAssay.
